Screening results as filed in PubChem.
EP2 mod: modulators of human EP2 prostaglandin E2 receptor; 260,000 compounds, 0.83% hits; induction, % at 25 µM; EP2-expressing cells, cAMP HTRF FRET, PGE2 co-stimulation;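 active = compounds whose cAMP rise, as percent of the full-agonist control response, exceeds 60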;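 note: rat C6 glioma line stably carrying human EP2 under a CMV promoter; the protocol text gives 20 µM as final concentration; 100% = response of wells given 1 µM PGE2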
Target sequence (P43116 whole entry, looked up): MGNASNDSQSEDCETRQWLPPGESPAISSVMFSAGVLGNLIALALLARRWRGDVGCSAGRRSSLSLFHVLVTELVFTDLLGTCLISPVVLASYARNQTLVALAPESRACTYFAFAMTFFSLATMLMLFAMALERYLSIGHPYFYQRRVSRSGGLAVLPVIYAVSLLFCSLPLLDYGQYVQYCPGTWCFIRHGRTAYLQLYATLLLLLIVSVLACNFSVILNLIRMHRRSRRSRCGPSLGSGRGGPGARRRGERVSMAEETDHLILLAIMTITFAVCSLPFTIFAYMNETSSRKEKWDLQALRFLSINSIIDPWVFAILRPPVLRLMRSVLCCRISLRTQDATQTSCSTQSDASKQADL
Runt-SMMHC FRET: blocks binding of human RUNX1 Runt domain to CBFb-SMMHC; 220,000 compounds, 0.74% hits; AID 1434; Q01196+Q13951; inhibition, % at 20 µM; Cerulean-Runt/Venus-CBFb-SMMHC FRET ratio 530/480, 1 h;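 active = mean inhibition across duplicate retests at 20 µM reaching about 50%, limit read from the data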;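 note: 0% = DMSO wells and 100% = wells with excess untagged CBFb-SMMHC; inhibitors lower the FRET ratio by blocking Runt binding to CBFb-SMMHC; some results filed as inactive read as strong as hits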
Hck-Nef inh: inhibitors of human Hck kinase activated by Nef; 220,000 compounds, 0.68% hits; Recombinant Hck-YEEI plus Nef, Z-Lyte FRET kinase assay; inhibition, % at 20 µM; P08631;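 active = Hck-Nef kinase inhibition above about 50%, limit read from the data; inactive = inhibition below that limit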;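 note: 0% = DMSO with Hck plus Nef and 100% = Hck alone without Nef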
Target sequence (P08631 whole entry, looked up): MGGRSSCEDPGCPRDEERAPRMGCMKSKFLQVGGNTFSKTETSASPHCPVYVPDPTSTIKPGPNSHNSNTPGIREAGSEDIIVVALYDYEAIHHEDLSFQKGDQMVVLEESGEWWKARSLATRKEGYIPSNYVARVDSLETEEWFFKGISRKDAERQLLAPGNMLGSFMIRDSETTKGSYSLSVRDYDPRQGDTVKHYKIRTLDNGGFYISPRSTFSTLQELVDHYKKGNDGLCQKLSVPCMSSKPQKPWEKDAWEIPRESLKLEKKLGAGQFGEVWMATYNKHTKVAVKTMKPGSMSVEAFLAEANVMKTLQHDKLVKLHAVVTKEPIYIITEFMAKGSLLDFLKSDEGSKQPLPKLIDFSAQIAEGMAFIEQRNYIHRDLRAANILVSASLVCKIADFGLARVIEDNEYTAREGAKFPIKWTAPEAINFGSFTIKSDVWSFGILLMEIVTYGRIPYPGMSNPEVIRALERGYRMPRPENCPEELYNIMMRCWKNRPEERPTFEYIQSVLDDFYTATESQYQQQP
L929 necroptosis: L929 zVAD cell death inhibition. L929 zVAD necroptosis rescue, ATP luminescence, 24 h; with zVAD 60 µM. viability rescue, % at 10 µM. 220,000 compounds, 0.38% hits. AID 1377;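 active = activation, scaled between plate controls, above about 75%, limit read from the data; inactive = activation under that limit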;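 note: 0% = zVAD with DMSO and 100% = DMSO alone without zVAD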
RBBP9 inh: blocks human serine hydrolase RBBP9. 220,000 compounds, 0.2% hits. inhibition, % at 7.94 µM. O75884. recombinant RBBP9, FP-Rh probe fluorescence polarization;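 active = inhibition above the campaign mean of all tested compounds plus 3 SD, cut at about 14% in these data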;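 note: plate controls were DMSO wells with RBBP9 for no effect and wells lacking RBBP9 protein for full effect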
Target sequence (O75884 whole entry, looked up): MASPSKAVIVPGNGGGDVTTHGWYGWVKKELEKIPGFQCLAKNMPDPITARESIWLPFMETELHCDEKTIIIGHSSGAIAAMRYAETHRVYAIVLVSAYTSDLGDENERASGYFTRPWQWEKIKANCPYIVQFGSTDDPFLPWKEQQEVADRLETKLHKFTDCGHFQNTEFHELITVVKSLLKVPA
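system = RBBP9 protein | input = RBBP9 at 2.5 µM in dispensed solution, before mixing | measured by = fluorescence polarization (mP), excitation 525 nm, emission 598 nm | incubation = enzyme-compound preincubation 30 min, then probe labeling 45 min, 25 °C | buffer or medium = Tris-NaCl-Pluronic buffer, pH 8.0 | compound = single dose 7.94 µM | also added = FP-Rh probe, 375 nM dispensing solution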
TNF necrop inh: blocks TNF-alpha induced death of Jurkat FADD-/- cells; activation (protection from cell death), % at 10 µM; Jurkat FADD-/- TNF necroptosis rescue, ATP luminescence, 24 h; 0 = TNF only, 100 = no-TNF cells; AID 463075; 220,000 compounds, 0.068% hits;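 active = activation, meaning protection from cell death, of at least 50% relative to plate controls; inactive = activation below 50%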;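 note: necroptosis triggered by 40 ng/mL TNF-alpha added together with compound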
Runt-CBFb FRET: Runt domain-CBFb interaction inhibition; inhibition, % at 20 µM; Q01196+Q13951; Cerulean-Runt/Venus-CBFb FRET ratio 530/480, 1 h; 220,000 compounds, 0.46% hits;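 active = inhibition over about 50% at 20 µM in the single-dose screen, limit read from the data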;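 note: 0% = DMSO wells and 100% = excess unlabeled CBFb competitor control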
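test system = Cerulean-tagged RUNX1 Runt domain (FRET donor) fusion protein | reagent = Venus-CBFb binding partner, 100 nM | incubation = protein complex preformed 1 h, compound exposure 1 h, room temperature, dark | detection = FRET fluorescence | read-out basis = loss of energy transfer signal | controls = 5 µM unlabeled CBFb as full-inhibition high control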
PERK inhibitor: blocks human PERK kinase | 220,000 compounds, 0.17% hits | CHO PERK-DD fusion, SEAP luminescence translation reporter | Q9NZJ5 | inhibition, % at 5.6 µM;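 active = inhibition above the mean inhibition of all tested compounds plus 3 SD, set separately per screening campaign, cut at about 2.9% in these data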;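 note: PERK kinase domain activated by AP20187 dimerizer at 100 nM; 0% = DMSO with dimerizer and 100% = rapamycin at 8.4 µM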
PGE2 EP2 inh: EP2 receptor (human) inhibition; P43116; C6 glioma cells expressing human EP2, cAMP TR-FRET; cells stimulated with saturating PGE2; inhibition, % at 25 µM; 260,000 compounds, 0.52% hits;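 active = percent inhibition above 40 after rounding to a whole number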;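 note: rat C6 glioma host cells with rolipram phosphodiesterase inhibitor present; the protocol text gives 20 µM as final concentration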
* marks the source's active call; other numbers are inactive results; . = not tested or not shown; & = joins results of further samples.

SMILES	EP2 mod	Runt-SMMHC FRET	Hck-Nef inh	L929 necroptosis	RBBP9 inh	TNF necrop inh	Runt-CBFb FRET	PERK inhibitor	PGE2 EP2 inh
Cc1ccc(C(=O)NC(=S)NNC(=O)CCN2CCOCC2)cc1	6.1	8.0	10.7	-1.4	-8.6	-2.4	8.3	0.3	2.9
COC(=O)C(C)NC(=O)COc1ccc2ccccc2c1 (stereo not drawn)	-25.9	-2.1	-40.6	4.5	0.2	-0.8	0.4	-0.5	8.3
Cc1ccc(NCc2nnc(SCC#N)o2)c(C)c1	10.7	-1.2	9.3	-0.9	-9.5	-1.1	-0.5	0.4	9.7
O=C(c1ccco1)c1cn(CC(=O)N2CCCCC2)c2ccccc12	7.6&-26.2	-69.5	3.7	0.9	-6.7	0.3	-1.7	-1.6	9.8&8.0
Cn1c(=O)c2c(nc(CN3CCN(CCO)CC3)n2Cc2cccc3ccccc23)n(C)c1=O	-8.5	-7.7	-0.3	-0.2	-8.8	-5.0	1.8	-1.6	15.8
Cc1ccc(CNC(=S)N2CCOCC2)cc1	10.0	0.7	12.4	20.9	-1.8	0.0	1.9	1.4	7.0
CCOC(=O)/C=C/C(=O)Nc1ccc(S(=O)(=O)N(C)c2ccccc2)cc1	-50.4	-2.8	17.8	0.6	-9.3	-7.5	-2.1	-0.3	6.6
COc1cc(-c2nnc(-c3ccc(S(=O)(=O)c4ccccc4)cc3)o2)cc(OC)c1OC	-16.0	0.7	-0.8	-0.1	-3.3	1.9	-5.1	-0.3	19.6
COc1ccc(-n2nnnc2SCC(=O)Nc2ccc3c(c2)OCCO3)cc1OC	-12.8	0.4	6.2	0.1	3.8	-2.4	0.4	-0.6	1.7
C=CCSc1ncccc1C(=O)NCc1ccccc1	-5.7	-11.9	-0.2	-0.2	0.3	4.6	-0.7	0.4	4.8
Cc1ccc(C)c(NC(=O)CN(C)C(=O)/C=C/c2ccco2)c1	24.9	-3.2	20.9	1.0	6.7	1.5	-0.4	1.0	8.4
CN(C)/C=c1\sc2c(C#N)cc(C(=O)c3ccc(Br)cc3)n2c1=O	-42.7	-84.2	-4.9	-0.7	7.6	-0.5	-80.2	0.8	9.9
COCCn1c(SCc2nc(N)nc(Nc3ccccc3C)n2)nc2ccccc2c1=O	-11.4	-4.3	-2.5	-0.6	-12.3	-4.9	-2.6	-0.9	3.5
CSc1nc2ccc(NC(=O)c3ccc(Cl)s3)cc2s1	-34.5	-16.3	-29.6	1.2	-4.7	0.4	-5.4	0.1	4.5
Nc1nc(-c2ccc(Br)cc2)c(S(=O)(=O)c2ccccc2)s1	59.1	-5.3	7.6	-0.1	-3.2	1.4	-1.0	0.9	3.9
COc1ccccc1NS(=O)(=O)c1ccc(N/N=C/c2c(C)nn(-c3ccccc3)c2N2CCCC2)c([N+](=O)[O-])c1	6.0	-8.2	2.1	0.8	2.4	0.3	-5.8	0.1	10.5
Cc1cc(C(=O)N2CCN(c3ccccn3)CC2)no1	3.3	0.0	-13.0	-0.9	-5.2	-2.8	-2.0	-0.1	9.8
COc1ccc(C(C)=O)cc1CN1C(=O)NC2(CCCCCC2)C1=O	9.1	0.2	2.8	1.0	-2.2	0.8	0.0	-0.6	7.2
COc1ccc(N2CCN(C(=O)CCN3C(=O)c4ccccc4S3(=O)=O)CC2)cc1	1.2	3.2	0.8	0.8	-1.5	0.9	-2.5	-0.6	7.1
CC1CC(C)CN(S(=O)(=O)c2cccc3cccnc23)C1 (stereo not drawn)	-14.1	3.8	3.1	0.7	.	-0.9	1.9	.	13.9
Cc1ccccc1-c1nc(CN2CCC(C(=O)N3CCC(C(N)=O)CC3)CC2)c(C)o1	10.5	-0.5	2.1	-0.9	-5.3	-0.7	0.1	0.4	5.3
O=C(CN(Cc1ccccc1)S(=O)(=O)c1ccccc1)N/N=C/c1ccc([N+](=O)[O-])cc1	10.7	5.7	7.9	-0.1	-11.7	1.7	0.3	-0.6	10.9
O=c1[nH]c(N2CCOCC2)nc2c1CCCC2	1.1	2.0	-1.3	1.4	8.5	0.1	-1.3	0.2	6.9
CC(C)(CO)CNC(=O)CCc1nnc(Cc2ccc(-c3ccccc3)cc2)o1	-10.7	3.0	18.0	0.9	-2.8	2.1	-1.1	1.3	0.8
COc1cc2ncnc(NCc3ccc(C)cc3)c2cc1OC	-30.5	-8.5	2.8	0.5	-7.1	-2.9	-2.1	-0.3	12.9

Next records follow.
SMILES	EP2 mod	Runt-SMMHC FRET	Hck-Nef inh	L929 necroptosis	RBBP9 inh	TNF necrop inh	Runt-CBFb FRET	PERK inhibitor	PGE2 EP2 inh
CCOc1ccccc1NC(=O)C1C2CCC3C(CCC21)C3(Cl)Cl (stereo not drawn)	31.1	0.9	-10.1	1.8	-3.9	5.1	-1.0	1.1	6.3
Cc1onc(-c2cccc(Cl)c2Cl)c1C(=O)O/N=C(\N)c1ccc([N+](=O)[O-])o1	-34.8	-1.4	14.5	3.9	-6.1	-18.9	0.9	-1.1	16.0
C=CCn1c(=O)c2ccccc2n2c(SCC(=O)/C(C#N)=C(\C)N)nnc12	30.2	-4.8	1.9	-0.1	-11.3	-1.7	-1.3	0.9	3.4
CC1(C)CC(=O)CC(C2(O)C(=O)N(Cc3ccccc3)c3ccccc32)O1 (stereo not drawn)	5.2	1.6	20.4	0.4	-5.9	-3.7	-1.1	0.2	9.3
COc1ccccc1CN1C[C@@H]2C[C@@H](C3=Cc4cc(Cl)ccc4OC3)N3CCC[C@@]23C1=O	11.7	-3.0	6.0	-0.8	-8.4	-2.0	-5.4	-0.2	9.3
CC/C(=N\NC(=O)c1ccc(CN(C)S(=O)(=O)c2ccc(C)cc2)cc1)c1ccc(OC(F)F)cc1	-9.5	0.6	4.6	2.6	-11.2	5.1	-0.8	-0.5	7.3
Oc1c(CN2CCOCC2)ccc2ccccc12	-71.3&-50.6	2.5	25.9	1.3	-1.9	-1.0	12.2	-0.5	6.2&12.7
CN1CCN(S(=O)(=O)c2cccc([N+](=O)[O-])c2)CC1	.	.	-0.3	-0.2	-11.1	-2.4	.	0.3	5.9
CC(C)(C)C(=O)Nc1ccc(N2CCN(S(C)(=O)=O)CC2)cc1	-32.6	-3.0	19.5	4.0	-3.0	0.7	.	1.1	6.5
CCn1c(C(C)NC(=O)c2ccccc2C)n[nH]c1=S (stereo not drawn)	1.1&29.1	-0.3	-7.0	0.6	-5.2	0.1	5.3	0.7	5.4&7.1
COc1ccc(N=CC2=C(O)CC(C)(C)CC2=O)cc1OC	-4.2	-3.1	9.5	0.0	-9.1	-0.8	0.0	-1.1	16.8
CCn1cc(CNC(=S)Nc2cccc(Cl)c2C)cn1	-0.8	-3.4	1.6	1.1	-7.9	-4.0	3.3	-0.2	2.0
CCN(CC)S(=O)(=O)c1ccc(N2CCN(S(=O)(=O)c3ccccc3C#N)CC2)nc1	-41.0	-1.2	-2.0	-0.4	-4.7	-0.1	0.5	0.1	17.5
C/C(=N\NC(=O)c1cc(-c2cccs2)nc2ccccc12)c1ccccn1	-7.0	-1.0	4.1	50.8	-5.2	-11.8	-0.5	0.1	11.1
Nc1nc(N2CCN(Cc3ccccc3)CC2)n[nH]1	-12.6	-5.7	1.0	1.3	-0.2	-0.5	-0.5	0.7	7.7
Cc1ccnc(NS(=O)(=O)c2ccc(NC(=O)c3ccc(S(=O)(=O)N4CCCC4)cc3)cc2)n1	2.6	1.2	4.1	-0.1	-0.2	-0.9	-0.4	2.2	3.4
CCOC(=O)c1cnc2c(C#N)cnn2c1N	-15.7	-0.7	18.7	7.2	-9.6	0.6	10.8	0.3	10.0
O=C(CO/N=C/c1ccccc1)N1c2ccccc2Oc2ccccc21	65.5*	2.5	-10.8	0.3	-8.3	-1.9	-0.6	-0.6	12.2
CC(CCc1ccccc1)NC(=O)C(=O)NCc1ccccc1 (stereo not drawn)	11.5	7.1	2.6	0.4	-2.6	3.7	-1.6	0.7	8.0
CN(C)C(=O)C1CCC(=O)N1Cc1cccs1 (stereo not drawn)	-11.8	-6.3	-0.7	0.0	7.4	0.3	0.4	1.2	9.6
Cc1cccc(-n2c(=S)[nH]c3c(oc4ccccc43)c2=O)c1	70.6*	38.1	3.1	-0.7	-12.4	0.1	10.3	-0.1	12.6
O=C(c1ccc([N+](=O)[O-])s1)N1CCN(c2ccccc2)CC1	3.1	-4.8	1.1	0.0	0.1	-2.2	0.9	0.3	3.4
COc1ccc(C(=O)c2c[nH]c(C(=O)NCc3cccs3)c2)cc1	-8.1	-4.3	0.7	0.1	-5.8	-1.4	-2.4	-0.9	.
COc1ccc(-c2nnc(SCCc3ccccc3)n2N)cc1	-19.7	0.9	2.0	0.1	3.0	0.1	1.2	0.8	19.0
Cc1nc(-c2ccc([N+](=O)[O-])cc2)sc1C(=O)O	4.2	0.4	9.0	1.1	0.6	-0.7	1.5	1.5	5.4

The list goes on:
SMILES	EP2 mod	Runt-SMMHC FRET	Hck-Nef inh	L929 necroptosis	RBBP9 inh	TNF necrop inh	Runt-CBFb FRET	PERK inhibitor	PGE2 EP2 inh
Cc1nn(C)c(Cl)c1C(N)=O	10.8	-5.5	6.3	-0.9	3.1	-1.4	-1.2	-0.3	3.3
CN(CC(=O)O)S(=O)(=O)c1ccc2[nH]c(=O)c(=O)[nH]c2c1	13.3	2.0	9.1	0.7	4.3	5.6	3.1	0.6	9.7
Clc1ccccc1Cn1nnc2c(N3CCCC3)ncnc21	34.8	-1.0	-0.5	-0.1	-2.1	0.6	-1.4	-1.3	11.6
O=C(Cn1cnc([N+](=O)[O-])c1)Nc1cc(Oc2ccc(Cl)cc2Cl)cc([N+](=O)[O-])c1	17.0	2.6	10.1	-0.1	-23.4	-3.0	-3.5	0.4	5.7
O=c1c2ccccc2ncn1CCOCCOc1cccc(Br)c1	-40.0	-2.1	0.3	-0.1	-1.5	0.8	1.9	-0.1	5.4
COc1cccc(-c2nnc(SC(C(=O)c3c[nH]c4ccccc34)c3ccccc3)n2C)c1 (stereo not drawn)	-27.3	0.2	6.0	1.4	-1.0	0.6	-1.9	-0.1	9.7
Cc1cc(C(=O)N/N=C2\CCCC(=O)C2)c2ccccc2n1	6.5	-14.1	0.9	0.0	-8.1	-0.1	-13.0	0.1	4.1
CCN(CC)C(=O)c1cc2c(=O)n3cccc(C)c3nc2n1C	16.4	2.4	46.2	0.2	-6.4	-8.5	3.0	-1.3	4.6
CCOC(=O)c1c(C)oc2cc(Br)c(OC(=O)N3CCOCC3)cc12	1.3	-0.7	1.2	0.5	-4.0	-2.5	-0.2	-0.3	6.1
COc1ccc(CNC(=O)c2ccc(CS(=O)(=O)Cc3ccccc3F)o2)cc1	-29.9	-2.4	14.3	1.3	4.1	0.5	1.2	0.8	5.8
c1ccc(Cn2nnc3c(N4CCN(Cc5ccc6c(c5)OCO6)CC4)ncnc32)cc1	26.9	1.7	0.2	0.6	-7.4	0.9	-2.2	0.2	1.8

The list is partial; the hit share may differ from the screen's.
